# TCR-CD3 inh: inhibitors of human TCR-CD3 interaction, primary screen, biochemical, fluorescence, TAMRA-labeled TCR probe. T-cell receptor (TCR). inhibition, % at 9.4 µM. 0.37% of 360,000 active. AID 651800, 2012; in the data active means inhibition above about 19%;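 further: recombinant mutant TCR 2C K166C tagged with TAMRA read by polarization; 0% = receptor in buffer alone and 100% = receptor with positive control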
# SIAE inh: human SIAE inhibitors, primary screen, biochemical, fluorescence polarization, FP-Rh probe, 1536-well HTS | SIAE FP-Rh probe binding | inhibition, % at 9.66 µM | Sialate O-acetylesterase (Homo sapiens), Q9HAT2 | 0.69% of 370,000 active;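 active means inhibition above a cutoff: mean of compounds within the control limits plus 3 SD of those, cut at about 17% in these data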;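 further: 0% = plate median of compound wells and 100% = probe without SIAE protein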
# MBD2 inh: inhibitors of MBD2 binding to methylated DNA, primary screen, biochemical, TR-FRET, DNA-binding domain, human. Methyl-CpG-binding domain protein 2 (Homo sapiens), Q9UBB5. AID 686964, 2013. inhibition, % at 4.4 µM. MBD2 binding to methylated oligonucleotide. 0.31% of 370,000 active; in the data active means inhibition above about 13%
# GC-A act: GC-A stimulated cGMP production enhancers – HEK293 GC-A cells, cGMP TR-FRET, EC30 ANP, primary screen; Atrial natriuretic peptide receptor 1 (Homo sapiens), P16066; 0% at EC30 ANP, 100% saturating ANP; activation, % at 10 µM; 0.14% of 370,000 active; in the data active means activation above about 40%
# Target sequence (P16066 whole entry, looked up): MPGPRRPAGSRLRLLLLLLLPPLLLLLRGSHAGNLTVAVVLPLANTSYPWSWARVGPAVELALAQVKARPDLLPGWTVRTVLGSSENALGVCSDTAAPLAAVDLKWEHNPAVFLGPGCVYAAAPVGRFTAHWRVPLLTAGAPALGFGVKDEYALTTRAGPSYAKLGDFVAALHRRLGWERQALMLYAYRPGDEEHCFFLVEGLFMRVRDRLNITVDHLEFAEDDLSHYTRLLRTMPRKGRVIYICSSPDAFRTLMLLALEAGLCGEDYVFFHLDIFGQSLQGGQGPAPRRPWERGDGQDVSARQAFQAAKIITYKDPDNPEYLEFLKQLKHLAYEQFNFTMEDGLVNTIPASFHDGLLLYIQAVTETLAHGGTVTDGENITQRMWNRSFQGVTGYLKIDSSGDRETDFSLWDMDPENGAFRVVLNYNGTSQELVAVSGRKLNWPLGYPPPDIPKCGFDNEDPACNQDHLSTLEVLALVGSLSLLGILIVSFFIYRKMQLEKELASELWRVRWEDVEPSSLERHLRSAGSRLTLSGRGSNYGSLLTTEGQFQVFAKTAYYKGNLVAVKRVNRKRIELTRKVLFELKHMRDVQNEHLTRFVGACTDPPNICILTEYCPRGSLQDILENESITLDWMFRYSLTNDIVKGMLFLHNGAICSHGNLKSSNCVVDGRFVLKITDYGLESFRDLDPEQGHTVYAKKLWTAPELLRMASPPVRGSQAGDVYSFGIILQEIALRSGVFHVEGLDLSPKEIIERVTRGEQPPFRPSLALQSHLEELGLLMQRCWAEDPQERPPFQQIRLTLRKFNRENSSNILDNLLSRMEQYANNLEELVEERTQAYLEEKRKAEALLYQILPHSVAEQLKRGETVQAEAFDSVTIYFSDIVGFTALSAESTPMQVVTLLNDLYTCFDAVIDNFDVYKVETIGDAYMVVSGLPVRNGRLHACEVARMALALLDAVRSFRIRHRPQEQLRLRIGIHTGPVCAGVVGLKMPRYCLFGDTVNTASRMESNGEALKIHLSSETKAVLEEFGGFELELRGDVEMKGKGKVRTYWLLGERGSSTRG
# rCAG RNA binder: binders of r(CAG) RNA repeats, primary screen, biochemical, fluorescence. r(CAG) RNA repeat, TO-PRO-1 dye displacement fluorescence. inhibition, % at 3 µM. 1.3% of 370,000 active. AID 651821, 2012;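 active means inhibition above the plate cutoff, the mean of all test compounds on that plate plus 3 SD, cut at about 35% in these data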;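 further: 0% = DMSO alone and 100% = 100 µM mitoxantrone as full dye displacement; higher means more dye released from RNA so lower well fluorescence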
# NPR2 activator: human GC-B receptor activators, primary screen, HEK293 GC-B cells, cGMP TR-FRET, EC30 CNP | activation, % at 10 µM | Atrial natriuretic peptide receptor 2 (Homo sapiens), P20594 | 0% at EC30 CNP, 100% saturating CNP | 0.11% of 370,000 active;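 active means activation at 10 µM reaching about 35% in either raw or pattern-adjusted values, limit read from the data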
# PRMT1 FP inh: PRMT1 methyltransferase inhibitors, primary screen, biochemical, fluorescence polarization; recombinant PRMT1, activity-based probe fluorescence polarization; AID 652257, 2013; inhibition, % at 2.79 µM; Protein arginine N-methyltransferase 1 (Homo sapiens), Q99873; 1.3% of 370,000 active;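 active means inhibition above about 21% made by adding two undisclosed values, limit read from the data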
# mABHD4 FP: ABHD4 inhibitors, primary screen, biochemical, fluorescence polarization, mouse | purified mABHD4, FP-Rh probe fluorescence polarization | AID 720543, 2013 | inhibition, % at 8.92 µM | 0.54% of 370,000 active;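 active means inhibition exceeding the mean over every tested compound plus 3 SD, cut at about 30% in these data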;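 further: 0% = plate median of compound wells and 100% = S159A mutant with DMSO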
#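 assay system = mABHD4 protein | compound dosing = single nominal dose of 8.92 µM, 0.89% DMSO final | read-out basis = percent inhibition of probe binding, normalized to plate controls | schedule = Enzyme–compound pre-incubation 45 min, then probe 60 min, both 25 °C | detection = fluorescence polarization, excitation 525 nm, emission 598 nm, BODIPY TMR filters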
# UHRF1 binding: UHRF1 methylated DNA binding inhibitors, primary screen, counter-screen for MBD2 inhibitor project, biochemical, TR-FRET, human UHRF1, single concentration | 0.75% of 370,000 active | inhibition, % at 4.4 µM | UHRF1 binding to methylated oligo; in the data active means inhibition above about 21%;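 further: UHRF1 SRA domain binding a hemimethylated CpG hairpin DNA probe; 0% = median of test compound wells and 100% = reference inhibitor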
# HTRA1 inhibitor: HTRA1 serine protease inhibitors, primary screen, biochemical, fluorescence polarization, HTS; Q92743; recombinant HTRA1, FP-rhodamine activity-based probe; inhibition, % at 5.96 µM; 0.5% of 340,000 active; in the data active means inhibition above about 36%;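 further: 0% = enzyme with DMSO and 100% = wells lacking enzyme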
# * hit, by the source's call; nt = not tested or not shown; & = joins results of further samples. These rows are one share of the data (hit frequency here may not be typical).
no.	smiles	TCR-CD3 inh	SIAE inh	MBD2 inh	GC-A act	rCAG RNA binder	NPR2 activator	PRMT1 FP inh	mABHD4 FP	UHRF1 binding	HTRA1 inhibitor
1	O=C1C(=O)N(Cc2cccnc2)C(c2cccc(Br)c2)/C1=C(/O)c1ccc2c(c1)OCO2 (stereo unspecified)	6.5	8.6	-4.1	15.2	4.2	4.1	0.8	4.0	-2.1	3.4
2	CCN1CCN(C(=S)Nc2ccc3nc(N4CCN(CC)CC4)cc(C)c3c2)CC1	6.5	11.7	-1.5	4.0	-4.1	-6.0	0.4	3.1	-0.5	3.2
3	CC(C)COC(=O)N(C)C[C@H]1OCc2cn(nn2)CCCC(=O)N([C@@H](C)CO)C[C@@H]1C	3.2	7.6	0.7	5.3	0.3	3.7	4.8	-4.3	0.2	nt
4	CCn1nnnc1SCC(=O)Nc1ccc2c(c1)OCO2	-1.2	-0.5	-3.2	-1.1	3.4	2.7	-1.6	2.0	1.9	3.5
5	COc1cccc(CC(=O)Nc2sc3c(c2C(N)=O)CCCC3)c1	-6.8	3.1	2.3	6.4	0.7	-3.0	6.7	0.8	3.3	-13.0
6	Nc1cc(N)nc(SCC(=O)Nc2cccc(S(=O)(=O)N3CCCCC3)c2)n1	2.4	-1.1	-0.5	-2.3	7.2	3.0	1.6	1.6	-0.2	-1.1
7	Cc1cc(NC(=O)COC(=O)c2cc(S(=O)(=O)N3CCOCC3)ccc2N2CCCCC2)no1	5.7	1.9	-6.6	-1.1	-4.0	3.6	-2.7	4.3	1.2	9.4
8	O=C(c1ccccc1)c1ccccc1C(=O)c1ccccc1	-11.9&1.2	-1.4&-7.8	3.9&-4.3	1.9&-0.7	-1.1&-2.9	7.0&-1.8	2.2&-0.5	-1.1&-4.8	-0.1&-0.4	-0.2
9	NS(=O)(=O)c1cccc(NC(=O)COC(=O)c2cc([N+](=O)[O-])ccc2N2CCCC2)c1	-0.1	0.1	0.6	1.4	12.4	0.1	1.0	-2.0	-3.2	-6.8
10	Cc1ccc(CSc2cc(C)[nH]c(=O)n2)cc1	3.9	1.1	2.0	-1.5	4.2	-11.5	-1.6	3.7	-4.8	-1.2
11	COC(=O)C1=NNC(C(=O)c2ccco2)C1c1ccccc1 (stereo unspecified)	-7.2	-0.9	5.7	-1.9	6.6	-2.7	5.7	1.4	0.0	-13.5
12	CCCN(CCC)Cc1cc(=O)oc2cc(C)c(Cl)cc12	4.8	8.5	4.8	-7.4	5.6	-0.8	6.4	-1.0	-2.0	nt
13	C#CCOCCOCCOCCNc1nc(N2CCN(C(=O)Cn3cc(CCCCN)nn3)CC2)nc(N2CCN(C(=O)Cn3cc(CCCN=C(N)N)nn3)CC2)n1	11.1	-1.9	1.2	-0.2	1.1	5.0	3.7	0.1	2.4	0.4
14	Cc1cnc(NC(=O)CN2CCN(c3ccccn3)CC2)s1	5.7	3.2	4.8	-1.7	16.0	-6.2	-1.9	-2.2	-0.8	3.6
15	CCc1ccc(OCCOCCN2CCN(C)CC2)cc1	-3.9	2.8	-1.1	0.5	-1.8	0.8	-2.0	14.9	-1.0	-9.7
16	Cc1cc(=O)oc2cc(NC(=S)NNC(=O)c3c(Cl)cnn3C)ccc12	-3.9	-5.8	-3.0	-2.9	6.6	-4.7	-1.4	0.7	-1.6	2.8
17	COc1cccc(C(=O)N(C)CC2CCN(CCc3cccc(C(F)(F)F)c3)CC2)c1	2.3	-0.5	-4.5	-6.2	-11.7	1.0	3.2	-1.4	-1.6	8.6
18	CC(C)OCCCNC(=O)C(Cc1ccccc1)NS(=O)(=O)c1ccc2c(c1)CCC(=O)N2 (stereo unspecified)	-8.5	7.3	1.4	3.1	-1.0	1.6	1.5	6.1	1.0	6.7
19	CCCCc1nc(SCC(=O)Nc2cccc(Cl)c2)n[nH]1	1.3	-3.5	2.8	0.3	-3.4	-3.4	5.9	-0.9	-1.7	-3.2
20	CN(C)S(=O)(=O)c1cccc(NC(=O)COC(=O)/C=C/c2ccco2)c1	4.5	2.1	0.4	-1.2	12.7	0.6	8.8	4.0	7.3	-6.3

# (more compounds)
no.	smiles	TCR-CD3 inh	SIAE inh	MBD2 inh	GC-A act	rCAG RNA binder	NPR2 activator	PRMT1 FP inh	mABHD4 FP	UHRF1 binding	HTRA1 inhibitor
21	Cc1csc(=O)n1CC(=O)OCC(=O)NNC(=O)c1ccc([N+](=O)[O-])cc1	2.3	3.5	-1.9	1.2	3.6	0.7	-0.1	-4.4	0.0	3.1
22	CCCOc1ccc(-c2nn(-c3ccccc3)cc2/C=C2\SC(=S)N(C3CCS(=O)(=O)C3)C2=O)cc1 (stereo unspecified)	4.5	-8.2	-0.2	2.4	3.1	-0.5	-0.9	1.7	-0.7	-16.3
23	CCn1c(C)c(C2=CCN(S(=O)(=O)c3ccc(C)cc3)CC2)c2ccccc21	-31.2	-78.5	5.3	-0.3	5.2	3.4	12.7	-92.9	-3.2	-74.8
24	O=C(c1cccc([N+](=O)[O-])c1)N1CCN(S(=O)(=O)/C=C/c2ccccc2)CC1	1.8	6.1	-2.8	-15.0	7.3	-8.6	-0.8	1.7	-1.1	-4.1
25	C#CCCN([C@H](C(=O)OC)C(C)CC)S(=O)(=O)c1ccccc1Br (stereo partly specified)	nt	-3.9	-1.7	-10.8	3.1	-10.5	-0.9	-10.8	1.9	nt
26	CC(Nc1nc(N2CCCCC2)nc2ccccc12)c1ccccc1 (stereo unspecified)	10.3	-0.2	0.9	6.3	6.4	-7.1	-1.8	2.1	-0.7	-16.6
27	O=C(CSc1nnc(Cc2ccccc2)o1)c1ccc(F)cc1	6.6	1.6	3.0	-0.8	-6.4	6.3	-2.1	-3.4	-0.1	-4.0
28	CCCCN1CN2Cc3ccc(C)cc3C2CS1(=O)=O (stereo unspecified)	nt	-3.3	-1.1	-3.4	6.3	3.2	1.8	-1.0	-2.1	nt
29	COc1ccc(-n2c(=S)[nH]c(=O)c3cccnc32)cc1	0.6	1.1	-3.1	-1.3	-3.9	-2.8	-4.7	-8.3	1.4	6.3
30	CN(CCc1ccccc1)C(=O)c1cccc(NC(=O)Cc2cccc(NC(=O)C3CCCN(C(=O)C4CCCC4)C3)c2)c1 (stereo unspecified)	-7.5	-4.5	-1.2	1.0	5.0	0.5	-2.6	-7.5	3.2	-12.8
31	COC(=O)C1CN(C(=O)COc2ccc(Cl)cc2Cl)c2ccccc2O1 (stereo unspecified)	-2.0	0.6	2.3	-5.2	2.3	-3.4	7.8	-11.4	2.1	-14.7
32	CCc1ncn(CCc2ccccc2OC)c1C(C)C	-8.5	1.0	2.6	-10.5	5.5	-9.4	-0.8	7.3	2.3	nt
33	CCOC(=O)CNC(=O)C1c2ccccc2C(=O)N(c2ccc(OC)cc2)C1c1ccc(OC)cc1 (stereo unspecified)	7.5	8.8	-3.1	1.4	-5.6	-4.5	-3.1	-6.7	-1.2	-1.1
34	CC(=O)Nc1nn(CC(C)C)c2nc3ccc(C)cc3cc12	-1.4	-7.1	2.2	3.2	0.5	4.8	-2.6	4.2	-1.6	-5.6
35	CCOC(=O)C1(CCOC)CCN(Cc2ccc3nonc3c2)CC1	2.3	0.5	0.3	-0.7	-3.4	0.2	-1.1	3.6	0.4	10.4
36	COc1cc(CC(=O)OCC(=O)Nc2ccccc2C#N)cc(OC)c1OC	-0.1	-5.9	-3.2	-2.7	0.3	1.6	-2.9	4.0	-1.7	-1.8
37	Clc1ccc(CN(CC2CCCO2)C(c2cccs2)c2nnnn2C2CCCC2)cc1 (stereo unspecified)	-3.3	-7.0	0.8	-24.5	0.0	-20.6	-0.2	-9.6	-0.8	-14.0
38	O=C(c1ccc(N2CCCCC2)c([N+](=O)[O-])c1)N1CCOCC1	-0.5	-1.3	-6.5	2.4	-2.5	-1.9	-2.3	4.5	-3.8	-3.6
39	COc1ccc(CNC(=O)[C@H](C)N2C(=O)N3CCc4c([nH]c5ccc(OC)cc45)[C@@]3(C)C2=O)cc1	3.1	-5.6	-3.3	-0.6	5.5	-7.0	-1.2	4.7	0.8	-2.2
40	O=C(CCc1nnc(-c2ccc3c(c2)OCO3)o1)NC(c1ccccn1)C(F)(F)F (stereo unspecified)	3.2	7.5	-1.3	3.5	-5.5	2.8	-1.4	1.3	0.6	0.3

# Continuation:
no.	smiles	TCR-CD3 inh	SIAE inh	MBD2 inh	GC-A act	rCAG RNA binder	NPR2 activator	PRMT1 FP inh	mABHD4 FP	UHRF1 binding	HTRA1 inhibitor
41	O=C(CSc1nncc(=O)[nH]1)NCc1ccccc1	0.8	-7.6	5.0	3.5	4.6	-2.3	8.3	2.8	4.5	1.8
42	Cc1cc(=O)oc2cc(OCC(=O)OCC(=O)Nc3c(C)n(C)n(-c4ccccc4)c3=O)ccc12	4.4	2.6	-5.2	-0.5	-2.8	1.1	-1.3	1.0	-0.9	3.0
43	O=C(NCCN1CCN(C(=O)c2cc3ccccc3oc2=O)CC1)c1cc2ccccc2oc1=O	4.5	-0.3	-3.1	2.3	-0.5	-4.1	0.3	0.0	-1.8	-2.9
44	C#Cc1ccc(CN2CCN(CCCc3ccccc3)C(CCO)C2)cc1 (stereo unspecified)	-3.5	-1.9	-3.4	-2.6	-8.0	0.5	-2.8	0.2	-1.9	-8.8
45	O=[N+]([O-])c1cccnc1Sc1ccccc1Cl	-5.5	-4.2	-1.1	-2.2	-3.0	-4.6	6.0	2.0	6.5	-12.1
46	O=S(OCCN1CCCC1)C(c1ccccc1)c1ccccc1 (stereo unspecified)	2.2	-0.1	-1.8	-1.2	0.5	-3.0	2.0	1.6	0.2	-2.6
47	COc1ccc2cc(-c3cn(C(=O)N(c4ccccc4)c4ccccc4)nn3)ccc2c1	nt	-3.0	-2.3	-2.3	nt	-1.4	0.4	-9.8	0.8	nt
48	CCc1ccc2[nH]c(=O)c(C(c3nnnn3CC3CCCO3)N3CCN4CCCC4C3)cc2c1 (stereo unspecified)	1.6	2.0	1.2	0.0	0.4	5.7	1.0	-0.6	-0.7	-1.9
49	COc1ccc(OC)c(NC(=S)N2c3ccccc3CC2C)c1 (stereo unspecified)	-2.3	11.6	-3.2	-4.2	5.8	-9.8	-1.4	3.3	-1.1	9.1
50	CCN(CC)CCCC(C)n1c2nc(=O)[nH]c(=O)c-2nc2cc(Cl)ccc21 (stereo unspecified)	54.6*	29.6*	-12.8	2.1	-71.0	-4.2	161.0*	29.5*	-10.3	27.8
51	COc1ccc(OCCOc2ccc(S(=O)(=O)N3CCCC3)cc2C(N)=O)cc1	6.4	-2.2	-1.7	-2.3	-2.5	-2.2	1.1	3.4	1.0	0.3
52	CCOC(=O)CSc1nnc(CNc2ccc(Cl)cc2)n1-c1ccccc1	-2.5	5.2	-6.2	-5.5	-4.3	-7.7	0.9	0.6	-0.7	-12.7
53	CCCC(C)Sc1nc2c([nH]1)c(=S)n(C)c(=O)n2C (stereo unspecified)	-1.0	5.9	-5.1	26.2	1.8	26.1	-2.6	4.3	-7.7	2.4
54	O=C(NC1CCCCC1)C(c1cccnc1)N(C(=O)c1csnn1)c1ccccc1 (stereo unspecified)	-2.1	-3.5	-1.6	-3.1	-0.8	-2.8	0.8	-0.6	3.0	-4.2
